# D2 agonist = D2 dopamine receptor (human) agonism; P14416; HEK293 T-REx D2 cells, calcium flux agonist mode; activation, % at 2 µM; hit rate 0.53% among 340,000;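 active = activation over 3 SD above normal in the single-dose calcium agonist read, cut at about 30% in these data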; note: 0% is about no effect
# Target sequence (P14416 whole entry, looked up): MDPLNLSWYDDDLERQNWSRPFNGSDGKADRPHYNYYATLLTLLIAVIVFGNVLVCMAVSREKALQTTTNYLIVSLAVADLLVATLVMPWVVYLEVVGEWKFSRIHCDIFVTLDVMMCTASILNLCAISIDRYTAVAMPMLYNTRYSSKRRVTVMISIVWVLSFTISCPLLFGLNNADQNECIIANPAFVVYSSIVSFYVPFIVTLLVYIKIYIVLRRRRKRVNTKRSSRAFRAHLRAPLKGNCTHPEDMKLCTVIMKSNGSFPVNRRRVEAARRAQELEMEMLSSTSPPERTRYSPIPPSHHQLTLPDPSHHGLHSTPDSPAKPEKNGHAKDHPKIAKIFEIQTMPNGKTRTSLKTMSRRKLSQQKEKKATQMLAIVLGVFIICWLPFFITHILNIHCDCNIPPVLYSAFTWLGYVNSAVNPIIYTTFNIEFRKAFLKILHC
#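 Tetracycline-induced HEK293 Trex cells with D2 receptor force-coupled to calcium signaling, plated overnight at 30 C and loaded with no-wash calcium dye. Calcium flux read kinetically for 180 s after compound addition; responses flag agonists.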
# RGS4 inhibitor = inhibitors of human regulator of G protein signaling 4; Transcreener GDP fluorescence polarization, RGS4-accelerated GTP hydrolysis; Potency, µM (titrated, usually from 114 µM), inactives show at the highest dose activity change, negative = inhibition, hits mostly inhibitors; hit rate 0.039% among 390,000; AID 504845; note: potency is the fitted concentration of half-maximal effect; % is set by controls: 0 for no effect and ±100 for the full control effect; nearly all actives have a fitted effect of over 75% in size; some results filed as inactive show a strong effect at the top dose
# Target sequence (P49798 whole entry, looked up): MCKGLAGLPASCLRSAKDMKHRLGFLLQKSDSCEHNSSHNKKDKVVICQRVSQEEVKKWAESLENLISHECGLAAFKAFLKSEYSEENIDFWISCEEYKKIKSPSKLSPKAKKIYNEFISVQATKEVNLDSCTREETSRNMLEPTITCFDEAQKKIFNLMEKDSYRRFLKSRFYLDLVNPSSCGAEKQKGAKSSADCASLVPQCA
#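 MLSMR compounds (23 nl, pin-transferred) preincubated 10 min at room temperature with a 500nM (2x) first reagent, then RGS4 at 900nM (2x) plus Transcreener GDP mix added; fluorescence polarization (620/688 nm) read before and after 90 min at 30 °C.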
# Glioma ERSR ind = induces the endoplasmic reticulum stress response in human glioma cells. U87-MG GRP78 promoter luciferase reporter, 16 h. Potency, µM, for inactives: at the highest dose activation, most hits filed as activators. hit rate 0.02% among 420,000. AID 602332; note: potency is the fitted concentration of half-maximal effect; series mostly up to about 76 µM; % of control where 0% means no effect; nearly all actives have a fitted effect of over 35% in size
#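 Stably transfected U87-MG glioma cells carrying a GRP78-based luciferase sensor; 16 h compound incubation. Luminescence end-point read 10 min after Bright-Glo addition at room temperature.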
# Vif-A3F inh = blocks the Vif interaction with APOBEC3F | HeLa A3F-eYFP + Vif (tagged APOBEC3F with the HIV-1 protein that degrades it), YFP fluorescence increase | Potency, µM (highest dose often 46.1 µM), inactives show at the highest dose activity, negative = active | hit rate 0.2% among 390,000; note: potency is the fitted concentration of half-maximal effect; % of control where 0% means no effect; nearly all actives have a fitted effect of over 65% in size
#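 Fluorescence increase (Ex 488/Em 500-530) after overnight compound treatment at 37 deg C flags inhibition of Vif-driven A3F-eYFP loss in stable HeLa A3F-eYFP/Vif cells seeded overnight beforehand.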
# ALOX12 inh = ALOX12 (human) lipoxygenase inhibition | P18054 | purified 12hLO, xylenol orange hydroperoxide absorbance | Potency, µM (top dose mostly 108 µM), inactives show at the top dose activity change, negative = inhibition, most hits filed as inhibitors | hit rate 1.1% among 580,000; note: potency is the fitted concentration of half-maximal effect; % is set by controls: 0 for no effect and ±100 for the full control effect
#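 Hydroperoxide product was detected by ferrous iron/xylenol orange as the 573 to 405 nm absorbance ratio. Arachidonic acid at 40 uM (final) was turned over for 30 min at room temperature by 150 nM human 12hLO, pH 7.0 Hepes buffer, after 15 min compound preincubation.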
# LDHA block = LDHA (human) enzyme inhibition; purified LDHA, NADH/diaphorase-resazurin fluorescence; hits give low values; hit rate 0.15% among 480,000; P00338; activity change, % (values are at about 110 or 230 µM); in the data active = activity change below about -30%; inconclusive = mostly about -25% to -30%;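 note: plate controls were DMSO wells for no effect and wells without enzyme for full effect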
#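 Human LDH5 (2 nM) was incubated with 0.06 mM NADH and 0.2 mM pyruvate for 5 min at room temperature in Tris pH 7.4. Remaining NADH was coupled through diaphorase/resazurin, and resorufin fluorescence was read at 0 and 20 min.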
# D2 antagonist = antagonizes the human D2 dopamine receptor. AID 485344. hit rate 2% among 340,000. inhibition, % at 10 µM. P14416. HEK293 TREx D2 cells, calcium flux, dopamine EC80; in the data active = inhibition above about 30%; note: 0% is about no effect
#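 Calcium flux kinetic readout in an inducible HEK293 TREx D2 line plated overnight at 30 C. After 180 s compound exposure, an EC80 dopamine challenge follows with another 180 s kinetic read to detect antagonism.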
# ERG-DNA inh = ERG Ets/DNA interaction inhibition. fluorescence polarization, His-ERG Ets domain / labelled DNA. Potency, µM (titrated, usually from 76.9 µM), for inactives: at the top dose FP activity, negative = inhibition, usual class: inhibitors. hit rate 0.028% among 370,000. AID 624246; active = well fitted inhibition curve with a large enough effect in the polarisation, with a control signal flat; inconclusive = small, poorly fitted or top-dose-only effect, or effect the other way, or a change in a side signal; inactive = no such curve, though single readings can be large or run the other way; the % refers to the polarisation;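 note: polarization taken with two DNA probes labelled with fluorescein and Texas red; potency is the fitted concentration of half-maximal effect; % of control where 0% means no effect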
#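 His-tagged ERG Ets domain (1 uM in the protein solution; 300mM KCl, 50mM Tris-HCl, 1mM EDTA, 1mM DTT, pH 7.5) received compound, then a probe mix of 5 nM fluorescein-DNA and 100nM Texas-615-DNA. Fluorescence polarization was read for both dyes.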
# Vif-APOBEC3G blk = inhibitors of Vif-APOBEC3G interaction. hit rate 0.076% among 410,000. Potency, µM (doses to about 46.1 µM), inactives show top-dose activity, negative = active, actives largely listed as inhibitors. HeLa A3G-eYFP + Vif (tagged APOBEC3G with the HIV-1 protein that degrades it), YFP fluorescence, overnight. AID 602310. Q9HC16;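 note: potency is the fitted concentration of half-maximal effect; % is set by controls: 0 for no effect and ±100 for the full control effect; nearly all actives have a fitted effect of over 60% in size; hits raise eYFP signal because A3G escapes Vif-driven loss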
# Target sequence (Q9HC16 whole entry, looked up): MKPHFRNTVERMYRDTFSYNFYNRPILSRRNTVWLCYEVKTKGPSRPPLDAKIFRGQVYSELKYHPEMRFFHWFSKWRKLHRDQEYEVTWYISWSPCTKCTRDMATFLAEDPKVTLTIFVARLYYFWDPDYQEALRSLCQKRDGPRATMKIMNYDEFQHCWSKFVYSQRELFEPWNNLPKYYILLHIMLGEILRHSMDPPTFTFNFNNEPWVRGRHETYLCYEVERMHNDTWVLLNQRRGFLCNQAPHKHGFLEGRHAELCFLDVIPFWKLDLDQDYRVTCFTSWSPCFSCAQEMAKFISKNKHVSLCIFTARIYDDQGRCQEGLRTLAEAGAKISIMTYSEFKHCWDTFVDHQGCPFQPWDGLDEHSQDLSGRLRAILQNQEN
#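 HeLa cells stably expressing Vif and C-terminally eYFP-tagged A3G, seeded overnight at 37 deg C, then exposed to compound by pintool overnight at 37 deg C. Rise in yellow fluorescence (Ex 488/Em 500-530, Acumen) marks blocked Vif-driven A3G degradation.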
# * hit, by the source's call; ? = inconclusive; · = no result given; & = joins results of further samples; [ ] = dose if it differs, or a comment. Unless noted, calls come from the whole dose curve; as a rule, active = well fitted curve in the direction sought with a large enough effect; inconclusive = small, poorly fitted or top-dose-only effect, or another doubt; inactive = no such curve, though single readings can be large; an effect the other way counts as inactive or inconclusive.
SMILES,D2 agonist,RGS4 inhibitor,Glioma ERSR ind,Vif-A3F inh,ALOX12 inh,LDHA block,D2 antagonist,ERG-DNA inh,Vif-APOBEC3G blk
Cc1ccc(NC(=O)Cc2ccc(NC(=O)N3CCCCc4ccccc43)cc2)cc1,-1.0,-2%,0%,-8%,?,1,·,0%,-2%
CN(C(=O)c1ccccc1[N+](=O)[O-])c1ccccc1C(=O)NCc1ccccc1,·,7%,-2%,-4%,0%,-2,·,1%,3%
O=C(Nc1ccc(Cl)cc1)[C@@H]1[C@@H]2C(=O)N(c3ccc4ccccc4c3)C(=O)[C@@H]2[C@H]2C=CC=NN21,-0.3,-47%,0%,5%,18µM*,9,-3,-3%,-4%
CCCN1CCN(C(=O)c2ccc(S(=O)(=O)N(C)c3ccccc3OC)cc2)CC1,·,·,-4%,1%,?,-1,·,·,-1%
COc1ccc(OCC(=O)NC2CCCCCCC2)cc1,-0.9,-13%,7%,15%,2%,-5,26,11%,-9%
O=C(CC1SC(=O)NC1=O)Oc1ccc(/C=N/NC(=O)c2ccccc2O)cc1 (configuration not stated),0.4,-23%,-2%,2%,-2%,1,1,5%,0%
COCCNC(=O)C1(C)CCCN(Cc2ccc(-c3ccccc3)o2)C1 (configuration not stated),·,·,-5%,·,0%,-5,·,·,-3%
CC(C)(Oc1ccc(Cl)cc1)C(=O)NCC1CCCO1 (configuration not stated),·,-5%,6%,-17%,-11%,-2,·,0%,-9%
N=c1c2c(ncn1CCCO)Oc1c(ccc3ccccc13)C2c1ccccc1 (configuration not stated),1.2,12%,-2%,1%,?,1,7,9%,?
Cc1[nH]ccc(=O)c1OCc1c(F)cccc1Cl,0.4,-21%,-3%,1%,4%,-4,-13,10%,-5%
CCCOc1c(Br)cc(C2C3=C(CCCC3=O)N(C)C3=C2C(=O)CCC3)cc1OC,0.5,36%,-6%,-4%,?,-6,-6,-3%,-4%
Cc1ccc(S(=O)(=O)Nc2nc3ccccc3nc2NCC2CCCO2)cc1C (configuration not stated),-1.0,12%,-2%,0%,0%,-10,-11,-2%,-1%
Cc1cc(C(=O)N2CCCC(Nc3ccc(F)cc3)C2)c(C)o1 (configuration not stated),·,-4%,-2%,-3%,7%,-9,15,9%,0%
COc1ccc(NC(=O)C[C@H]2C(=O)N(CCc3ccccc3)C[C@@H]2C)cc1,·,·,-2%,-9%,?,-7,·,·,1%
COc1ccccc1-c1oc2ccccc2c1-c1ccccc1OC,·,-5%,-3%,-3%,14%,1,·,5%,-5%
CCOC(=O)c1cnc2ccc(C(=O)OC)cc2c1NCCc1ccc(OC)c(OC)c1,-0.5,-45%,-5%,7%,-15%,-5,-12,-8%,0%
CCOC(=O)C(CC)n1cnc2c(nnn2-c2cccc(OC)c2)c1=O (configuration not stated),-1.3,8%,-1%,5%,1%,-8,-18,-4%,0%
CCn1c(C)nc2cc(C(=O)N/N=C/c3ccc(O)c(O)c3O)ccc21,32*,?,-2%,1%,-21%,32,-6,1%,1%
CCC(=O)N1CCCc2cc(S(=O)(=O)N3CCC(C(=O)Nc4ccccc4CC)CC3)ccc21,-0.2,-2%,-3%,4%,-62%,-1,·,9%,0%
CCN(CC)S(=O)(=O)c1ccc(N2CCOCC2)c(NC(=O)Cc2ccccc2F)c1,1.0,14%,-3%,13%,-4%,-3,-11,2%,0%
COc1ccc(/C=C(\NC(=O)c2ccc(C)cc2)C(=O)NCC2CCCO2)cc1 (configuration not stated),·,12%[11.4 µM],-1%,-4%,0%,-4,·,-7%,1%
Cc1ccc(S(=O)(=O)N2CCOCC2)cc1C(=O)OCC(=O)N1CCCCC1,·,-10%,-1%,-17%,-8%,6,·,-2%[15.4 µM],-1%
CCC(=O)NNc1ncnc2c1cnn2-c1ccccc1,·,-35%,0%,-11%,1%,-2,·,-7%,2%
CCN(CCO)Cc1cn[nH]c1-c1ccc(C)c(C)c1,0.4,-12%,-6%,-11%,?,-15,-3,3%,1%
CCN(CCCNC(=O)C1CCCN(S(=O)(=O)CC)C1)c1cccc(C)c1 (configuration not stated),0.2,-4%,-2%,5%,389%[activator],11,3,-4%,-4%
CCOC(=O)CSc1nc2c(sc(=S)n2-c2ccccc2OC)c(=O)n1-c1ccccc1OC,1.1,-16%,-1%,0%,35%[activator],-1,-12,-25%,0%
O=C(O)/C(=C\c1ccc2ccccc2c1)c1cccc2ccccc12,·,5%,1%,-7%,?,-8,·,1%,-26%
Cc1nc2ccccn2c1C(=O)CSc1ccccc1,0.9,-15%,2%,-15%,1%,-3,-15,-2%,2%
Cc1ccccc1OCCOC(=O)c1cc(S(=O)(=O)N2CCCCC2)ccc1N1CCOCC1,-0.5,-25%,-3%,-4%,172%[activator],2,-9,4%,-5%
COc1ccccc1/C=N/NC(=O)CC(=O)NC1CCCCC1,-0.1,-35%,-4%,2%,6%,-2,3,-2%,1%
Cc1cc(C)n(-c2nnc(NC(C)(C)C)nn2)n1,0.3,-3%,4%,-13%,-25%,13,-11,1%,-5%
COc1ccccc1Cc1c(-c2cccc(Br)c2)nc2ccc(Cl)cn12,·,·,1%,·,-16%,-5,·,·,-23%
Nc1nnc(CC2=CCCCC2)s1,1.2,?,-3%,0%,-3%,0,-5,10%,1%
CCOC(=O)/C(=C/c1ccc(OC)cc1)NC(=O)c1ccco1,·,-11%,-4%,-12%,-2%,1,·,6%,-5%
CC(=O)N1c2ccc(S(=O)(=O)NCC3CCC(C(=O)N(C)Cc4ccccc4)CC3)cc2CC1C (configuration not stated),0.8,21%[11.4 µM],1%,0%,14%,0,4,14%,4%
CC1=C(C(=O)OC2CCC(C)CC2)C(c2ccc(O)c([N+](=O)[O-])c2)NC(=O)N1 (configuration not stated),-1.1,10%,-3%,3%,?,0,5,2%,5%

# Ordered by number of heavy atoms (ascending): three of the compounds above.
SMILES,D2 agonist,RGS4 inhibitor,Glioma ERSR ind,Vif-A3F inh,ALOX12 inh,LDHA block,D2 antagonist,ERG-DNA inh,Vif-APOBEC3G blk
COCCNC(=O)C1(C)CCCN(Cc2ccc(-c3ccccc3)o2)C1 (configuration not stated),·,·,-5%,·,0%,-5,·,·,-3%
COc1ccc(NC(=O)C[C@H]2C(=O)N(CCc3ccccc3)C[C@@H]2C)cc1,·,·,-2%,-9%,?,-7,·,·,1%
CCCN1CCN(C(=O)c2ccc(S(=O)(=O)N(C)c3ccccc3OC)cc2)CC1,·,·,-4%,1%,?,-1,·,·,-1%

# The listing continues.
SMILES,D2 agonist,RGS4 inhibitor,Glioma ERSR ind,Vif-A3F inh,ALOX12 inh,LDHA block,D2 antagonist,ERG-DNA inh,Vif-APOBEC3G blk
CC1(C(=O)NS(=O)(=O)c2ccccc2)CCN1C(=O)Cc1ccccc1Cl (configuration not stated),·,·,-4%,·,-8%,6,·,·,-2%
CCCCNC(=O)CCCn1c(=S)[nH]c2cc3c(cc2c1=O)OCO3,-1.5,-23%,0%,1%,-19%,-8,-4,1%,-4%
COc1ccccc1NS(=O)(=O)c1ccc2oc(SCC(=O)N3CCNC3=O)nc2c1,-0.3,-15%,-6%,-5%,-6%,-2,-17,-10%,-6%
Cc1cccc(NS(=O)(=O)c2ccc3c(c2)NC(=O)CO3)c1C,0.0,18%,-12%,1%,-8%,-10,0,2%,1%
O=C(NCc1nc2ccccc2[nH]1)C1=C[C@H](C2CC2)C[C@H](OCc2ccc(CO)cc2)O1,0.8,7%,0%,8%,-5%,-14,40*,-9%,-7%
CC(C)CN(CC(C)C)C(=O)COn1nnc2ccc(S(=O)(=O)N3CCOCC3)cc21,0.5,7%,-2%,7%,186%[activator],-4,18,12%,1%
CCN(C(=O)COC(=O)c1ccco1)c1cccc2ccccc12,·,10%,-1%,3%,24%,-2,·,8%,-3%
NC(=O)c1ccc(SCC(=O)OCC(=O)NC2CCCCCCC2)c([N+](=O)[O-])c1,-0.1,?,-3%,-7%,?,-5,10,13%,1%
Cc1ccc(OCCCCCCN2CCNCC2)cc1,·,27%,0%,6%,?,-4,·,-4%,1%
CCN(CC)S(=O)(=O)c1cccc(NC2=NCC(C)S2)c1 (configuration not stated),1.5,4%,1%,3%,9%,-3,4,10%,2%
COc1cc(SC)ccc1C(=O)Nc1cc(C)ccn1,-0.6,12%[11.4 µM],-8%,-3%,35%&-7%,3&0,1,-10%,4%
COc1nc(-c2ccc(C)cc2)ccc1-c1noc(-c2ccccc2Br)n1,6.3,21%,-2%,0%,-3%,1,·,3%,-1%
C(=C\c1ccccc1)/CN1CCN(C(c2ccccc2)c2nnnn2C2CCCCC2)CC1 (configuration not stated),·,·,-4%,·,-18%,-5,·,·,-1%
COc1ccc(NC(=O)CSc2nnc(-c3ccccc3)n2Cc2ccco2)cc1OC,·,-13%,-6%,-12%,4%,-4,·,-17%,1%
Cc1ccc2cc(/C=N/NC(=O)c3ccc(F)cc3)c(Cl)nc2c1,-0.3,-10%,-7%,-1%,7%,-6,15,4%,2%

# Single records, from the list above. Order of values: D2 agonist, RGS4 inhibitor, Glioma ERSR ind, Vif-A3F inh, ALOX12 inh, LDHA block, D2 antagonist, ERG-DNA inh, Vif-APOBEC3G blk
# `COc1nc(-c2ccc(C)cc2)ccc1-c1noc(-c2ccccc2Br)n1` reads 6.3, 21%, -2%, 0%, -3%, 1, ·, 3%, -1%
# `O=C(NCc1nc2ccccc2[nH]1)C1=C[C@H](C2CC2)C[C@H](OCc2ccc(CO)cc2)O1` reads 0.8, 7%, 0%, 8%, -5%, -14, 40*, -9%, -7%

# Bioassay records as filed in PubChem.

# A portion of the library (hit frequency here may not be typical).
